TexasRed fluor: counter-screen for TRb-SRC2 inhibitors: fluorescence interference. TRb/SRC2 Texas Red total fluorescence interference. Potency, µM (highest dose often 106 µM), inactives show at the top dose fluorescence change, negative = quenching. 280,000 tested, 0.29% active. AID 1479; active means well fitted curve in either direction with a large enough effect; inconclusive means small, poorly fitted or top-dose-only effect; further: on the % scale 0 is the no-effect control and ±100 the full control effect
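Flags fluorescent or light-absorbing compounds by total fluorescence, S + 2P, at 555 nm excitation and 632 nm emission. Mixture: 20 nM Texas Red SRC2 peptide, 0.6 uM human TRb LBD, 1 uM T3, 5% DMSO; compound exposure 5 h at ambient temperature.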
RECQ1 helicase: RECQ1 (human) helicase inhibition; Potency, µM (titrated, usually from 57.3 µM), inactives show at the top dose activity, negative = inhibition, actives largely listed as inhibitors; 240,000 tested, 0.54% active; AID 2549; RECQ1 DNA unwinding, red fluorescence kinetic read;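 further: plate controls were vehicle for no effect and no enzyme for full effect; nearly all actives have a fitted effect of over 30% in size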
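50 nM RECQ1T1 preincubated 15 min with compound in Tris pH 8.0 buffer with MgCl2, DTT, Tween-20 and 2.5 ug/ml poly(dI-dC); started with 200 nM TAMRA/BHQ-2 forked duplex and 2 mM ATP. Unwinding read as fluorescence (525/598 nm), two reads 2 h apart.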
Tau FP inhib: blocks human tau fibril formation measured by polarization; 280,000 tested, 0.39% active; P10636; K18 P301L tau heparin fibrillization, Alexa594 FP, 6 h; Potency, µM (titrated, usually from 57.7 µM), for the others: top-dose activity, negative = inhibition, most hits filed as inhibitors; further: on the % scale 0 is the no-effect control and ±100 the full control effect; nearly all actives have a fitted effect of over 55% in size
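Recombinant K18 P301L […], labeled with Alexa 594 at 0.24 uM over 15 uM unlabeled; heparin inducer 20 uM final; 37 C, 6 hr; FP endpoint.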
TRb-SRC2 inh: inhibitors of human thyroid hormone receptor beta-SRC2 interaction. Potency, µM (series often up to 106 µM), inactives show top-dose activity change, negative = inhibition, actives largely listed as inhibitors. P10828. 280,000 tested, 0.065% active. TRbeta-SRC2 peptide binding, fluorescence polarization; receptor liganded with 1 µM T3;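 further: plate controls were bound peptide for no effect and peptide without receptor for full effect; nearly all actives have a fitted effect of over 50% in size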
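Decrease in fluorescence polarization of 20 nM Texas Red SRC2 coactivator peptide flagged inhibition of its binding to 0.6 uM TRb LBD; 1 uM T3 included, incubation 5 hr, ex 555/em 632 nm.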
HTT cytoprotect: protects HTT-Q103 PC12 cells, measured by ATP; Potency, µM (series often up to 56.4 µM), for inactives: cytoprotection (ATP increase), hits mostly activators; PC12 HTT-Q103 induced, cytoprotection, ATP luminescence, 40 h; 230,000 tested, 0.14% active;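 further: % of control where 0% means no effect; nearly all actives have a fitted effect of over 45% in size; toxic huntingtin expression switched on by the ecdysone agonist tebufenozide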
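Compounds were screened for protection of PC12 cells against cell death after tebufenozide induction (100 nM final) of mutant Huntingtin exon 1 (Q103) fused to GFP.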
L3MBTL1 inh: inhibitors of human L3MBTL1; Q9Y468; AlphaScreen L3MBTL1–H3K9me1 peptide binding; Potency, µM (highest dose often 57.1 µM), inactives show at the top dose activity, negative = inhibition, most hits filed as inhibitors; 230,000 tested, 0.66% active; further: on the % scale 0 is the no-effect control and ±100 the full control effect; nearly all actives have a fitted effect of over 60% in size
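First, the protein-peptide complex forms for 30 min at room temperature (L3MBTL1 50 nM, biotinylated H3K9me1 peptide 75 nM). Next, compounds are pin-transferred and incubated 30 min. Finally, AlphaScreen beads are added and read after 30 min.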
Tau fluor cs: counter-screen for tau fibril formation inhibitors; tau K18 P301L Alexa594 fluorescence, heparin fibrillization; Potency, µM (series often up to 57.7 µM), for inactives: at the highest dose activity change, negative = decrease; 280,000 tested, 0.93% active; AID 1463; further: on the % scale 0 is the no-effect control and ±100 the full control effect; nearly all actives have a fitted effect of over 55% in size
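Human tau K18 P301L (15 uM unlabeled, 0.24 uM Alexa 594-labeled) in 100 mM sodium acetate pH 7 with 20 uM heparin, 6 hr at 37 C. ThT 30 uM added, 1 hr ambient; Alexa 594 FP and total fluorescence read at 555/632 nm.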
Tau ThT inhib: tau fibrillization inhibition (ThT binding); recombinant tau K18 P301L (four-repeat tau fragment), heparin-induced fibrillization, ThT fluorescence; Potency, µM (series often up to 57.4 µM), without a hit: top-dose activity, negative = inhibition, usual class: inhibitors; 270,000 tested, 2.1% active; further: on the % scale 0 is the no-effect control and ±100 the full control effect; nearly all actives have a fitted effect of over 55% in size
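Recombinant human tau K18 fragment […] carrying P301L, 15 uM unlabeled plus 0.24 uM Alexa 594-labeled, was fibrillized with 20 uM heparin in 100 mM sodium acetate pH 7 for 6 hr at 37 C; 30 uM ThT fluorescence read after 1 hr.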
Numbers without * were called inactive; i = inactive; ? = inconclusive; . = not tested or not shown; & = joins results of further samples; [ ] = dose if it differs, or a comment. Unless noted, the call rests on the fitted dose curve; in most records, active means well fitted curve in the direction sought with a large enough effect; inconclusive means small, poorly fitted or top-dose-only effect, or another doubt; inactive means no such curve, though single readings can be large; an effect the other way counts as inactive or inconclusive. Potency means the concentration at half of the fitted maximal effect. Only part of the results is shown; count on the stated rates, not on these rows.

No.	structure	TexasRed fluor	RECQ1 helicase	Tau FP inhib	TRb-SRC2 inh	HTT cytoprotect	L3MBTL1 inh	Tau fluor cs	Tau ThT inhib
1	COc1ccc(CSc2nc3ccccc3c(=O)n2CCCN2CCOCC2)cc1F	-5%	-4%	-1%	4%	-19%[10 µM]	-4%	-5%	-10%
2	COc1ccc(OC)c(CCNC(=O)c2ccc3c(c2)N(Cc2ccccc2)CCS3)c1	1%	.	12%	-14%	.	.	?	-12%
3	O=C(c1cnn2c(C(F)(F)F)cc(-c3cccs3)nc12)N1CCN(C(c2ccccc2)c2ccccc2)CC1	-2%	1%	4%	2%	-2%[10 µM]	-5%	4%	4%
4	O=C(NCCc1ccc(Cl)cc1)c1cc(-c2ccccc2)n[nH]1	1%	.	?	-4%	.	.	-6%	-5%
5	Cc1cc(C)c(Cn2c3ccccc3c3cnn(CC(=O)NC4CCC(C)CC4)c(=O)c32)c(C)c1 (configuration not stated)	-2%	.	-1%	5%	.	.	5%	3%
6	O=C(c1ccc(Cn2c(=O)[nH]c3ccccc3c2=O)cc1)N1CCN(c2ccccn2)CC1	-1%	-3%	8%	1%	16%[10 µM]	7%	-8%	-3%
7	CN(C)Cc1ccccc1-c1ccc2ncnc(NC3CCNCC3)c2c1	-4%	-1%	-7%	0%	26%	.	-2%	-5%
8	C/C=C/C(=O)N1c2ccccc2C(C)=CC1(C)C	-3%	1%	5%	3%	-10%	28%	4%	1%
9	COc1cccc(CC(=O)Nc2nc3c(s2)C(=O)CC(C)(C)C3)c1	-1%	-6%	-4%	-1%	-13%	.	-6%	-4%
10	COc1cccc(-c2nnc(Nc3nc4c(F)cccc4s3)o2)c1	-7%	-9%	14%	-2%	-49%[inhibitor][10 µM]	10%	12%	10%
11	Cn1c(S(=O)(=O)c2ccc([N+](=O)[O-])cc2)nc(Br)c1Br	0%	-3%	-1%	4%	-2%[10 µM]	-4%	-14%	-4%
12	O=C(CCCn1c(=O)[nH]c2ccccc2c1=O)Nc1ccc(F)cc1	-1%	3%	-8%	-4%	-21%	.	-13%	2%
13	NC(N)=NC(N)=Nc1ccc2ccccc2c1	-2%	-8%	-3%	0%	-3%[10 µM]	-6%	-13%	-10%
14	C/C(CC1CC(COCC(C)C)OC1=O)=N\NC(N)=S (configuration not stated)	-1%	6%	-2%	-7%	10%[10 µM]	10%	2%	3%
15	Cc1cccc(NC(=O)C2COc3ccccc3O2)n1 (configuration not stated)	0%	-12%	-5%	5%	-1%[10 µM]	.	4%	.
16	NS(=O)(=O)c1ccc(CCNC(=O)c2ccc([N+](=O)[O-])cc2[N+](=O)[O-])cc1	-2%	i	3%	8%	32%[10 µM]	4%	-4%	-18%
17	Cc1cc2c(cc1S(=O)(=O)CCC(=O)N1CCC(C)CC1)OCC(=O)N2	6%	.	-2%	7%	.	.	-8%	-9%
18	CCN(CCCNC(=O)c1cc2cc3ccc(C)cc3nc2s1)c1ccccc1	-7%	.	?	8%	.	.	?	?
19	COc1ccc(NC(=O)CCS(=O)(=O)c2cccc3nonc23)cc1	1%	-16%	4%	3%	-34%[inhibitor]	12%	-5%	-9%
20	Cc1cccc(-n2ncc(C(=O)N3CCN(C(=O)c4ccco4)CC3)c2C2CCN(C(=O)OC(C)(C)C)CC2)c1	-3%	.	4%	3%	.	.	-2%	-3%
21	Cc1cccc(NC(=O)c2cc3cc([N+](=O)[O-])ccc3s2)n1	-2%	-2%	-2%	-2%	-37%[inhibitor]	.	-8%	-6%
22	Cc1c(Cl)c([N+](=O)[O-])nn1CCCC(=O)Nc1sc2c(c1C#N)CCC2	-2%	-3%	4%	-8%	-3%[10 µM]	-1%	?	-24%
23	COc1cccc(-c2cc(=O)c3cc(NC(=O)c4ccc(Cl)cc4)ccc3[nH]2)c1	-2%&0%	0%[81.1 µM]	-10%[81.3 µM]	7%&2%	10%	4%	-10%[81.3 µM]	?
24	CCOc1cccc2sc(N3CCN(C(=O)C(C)(C)C)CC3)nc12	-2%	.	-7%	-7%	.	.	-9%	-16%
25	Cc1ccc(Nc2nc3ccccc3nc2-n2nc(C)cc2C)cc1	1%	-3%	-5%	12%	3%[10 µM]	14%	-30%	-5%
26	O=c1ccn([C@@H]2O[C@H](CO)[C@@H](O)[C@H]2O)c(=O)[nH]1	-1%&0%	-9%&2%	3%&-4%	6%&-3%	-2%[1.9 µM]	-4%	-6%&-14%	-6%&-11%
27	O=C(NC1CCCCCCC1)c1cnccn1	1%	-11%	-2%	-12%	-30%	8%	5%	-4%
28	CC1CCCCN1CCNc1nc(=S)[nH]c2ccccc12 (configuration not stated)	3%	-11%	-6%	1%	-6%	-5%	-4%	-8%
29	N#CC1=C(N)SC(N)=C(C#N)C1C1CC=CCC1 (configuration not stated)	2%	0%	2%	-3%	0%	.	-5%	-3%
30	CCOc1c(Br)cc(CNC2CCCCCCC2)cc1OC	-1%	-2%	-4%	-3%	-16%	6%[11.4 µM]	-10%	-5%

Further entries
No.	structure	TexasRed fluor	RECQ1 helicase	Tau FP inhib	TRb-SRC2 inh	HTT cytoprotect	L3MBTL1 inh	Tau fluor cs	Tau ThT inhib
31	CC(C)(C)NC(=O)C1CCN(c2ccc(S(=O)(=O)N3CCOCC3)cc2Cl)CC1	0%	1%	-6%	-1%	-8%[10 µM]	0%	-7%	-6%
32	O=c1[nH]c2sc3c(c2c2nncn12)CCCC3	-7%	1%	-14%	-14%	2%[10 µM]	-8%	-12%	-14%
33	CC(C)N=c1c([N+](=O)[O-])nn(C)n1O	0%	-2%	-2%	0%	-3%	17%	-2%	-4%
34	COc1ccc(-c2nc(C)c(CCNC(=O)c3cc(OC)c(OC)c(OC)c3)s2)cc1OC	-1%	.	1%	-1%	.	.	-11%	?
35	Cc1nnc(-n2cnc3ccccc32)c2ccccc12	-6%	-1%	-2%	1%	14%[0.074 µM]	1%[11.4 µM]	6%	0%
36	CN(C)c1ccc(NC(=O)c2ccncc2)c2ccccc12	3%	-2%	4%	-2%	2%[10 µM]	-7%	-3%	5%
37	Cc1ccc(CC2(O)CCN(CCOc3ccc(O)cc3)CC2)cc1	1%	-3%	?	-1%	-67%[inhibitor]	.	-23%	-13%
38	COc1ccc(NCc2cc3cc4c(cc3n(CC(=O)Nc3ccc(F)cc3F)c2=O)OCO4)cc1	1%	.	16%	2%	.	.	?	-10%
39	COc1ccc(OC)c(NC(=O)CCC(=O)N(Cc2ccc(OC)c(OC)c2)c2nccs2)c1	-2%	i	9%	-2%	-9%[10 µM]	-26%	-19%	-10%
40	COC(=O)CCC(=O)c1oc2ccccc2c1N	-1%	0%	3%	-6%	-22%[10 µM]	-5%	-7%	-11%
41	O=C(O)CSc1ccc(Oc2ccc(SCC(=O)O)cc2)cc1	-7%	-9%	1%	-1%	-24%[10 µM]	1%	8%[2.34 µM]	0%
42	CNC(=O)c1cnc2sc(N3CCC(C)CC3)nn2c1=O	0%	.	8%	2%	.	.	-3%	-2%
43	Cc1cc(C)c2c(=O)[nH]c(SCc3ccccc3)nc2n1	-3%	-9%	0%	6%	-2%[10 µM]	3%	-9%	-7%
44	CCOc1cccc(C(=O)Nc2ccc(-c3nc4ncccc4o3)cc2C)c1	-4%	.	4%	7%	.	.	-6%	?
45	NC(N)=N/N=C/c1ccc(OCc2ccccc2)cc1	-4%	i	0%	-1%	-4%	2%	-13%	-13%
46	COc1cccc(NC(=O)c2cn(C)c(=O)c3cc(OC)c(OC)cc23)c1	1%	-2%	-5%	2%	-6%	2%	0%	-1%
47	Clc1ccc(CNc2ccc(CNc3ncn[nH]3)cc2)cc1	0%	i	5%	1%	.	-14%	?	-13%
48	CCOC(=O)C1CCN(Cc2ccc(OC)c(C)c2OC)CC1	-3%	-10%	5%	-2%	-7%[10 µM]	2%	11%	12%
49	CCC1CCCCN1C(=S)Nc1ccc(C(C)=O)cc1 (configuration not stated)	-2%	-7%	-6%	-4%	5%[10 µM]	-8%	1%	-4%
50	O=C(CN1CCN(S(=O)(=O)c2ccc3ccccc3c2)CC1)Nc1ccc2c(c1)CCC2	-6%	i	2%	4%	-6%[10 µM]	-12%	-3%	6%
51	CCOc1ccc(CCNC(=O)COC(=O)c2nc3nc(C)cc(C)n3n2)cc1OCC	3%	-5%	1%	-4%	19%[10 µM]	6%	1%	-1%
52	Cc1ccc(N2CCN(S(=O)(=O)N(C)C)CC2)cc1C	1%	i	5%	-1%	.	-1%	-4%	-3%
53	COC(=O)c1ccc(CSc2nc3ccccc3c(=O)n2-c2cccc(OC)c2)o1	-2%	i	-6%	-8%	-1%	-5%	-23%	?
54	COc1cccc(C(=O)n2ccc(-c3cccs3)n2)c1	0%	-2%	-10%	-11%	15%[10 µM]	29%	-10%	-5%
55	O=C(CSc1nc2c([nH]c3ccccc32)c(=O)n1-c1ccccc1F)Nc1ccccc1C(F)(F)F	0%	.	?	3%	.	.	?	-7%
56	COc1ccc(C2=C(C)C(N3CCC(C(=O)Nc4ccccc4F)CC3)=NS2(=O)=O)cc1	-5%	.	-4%	1%	.	.	5%	12%
57	CCc1c(C)sc(NC(=O)c2cc(-c3cc(OC)ccc3OC)on2)c1C#N	1%	-10%	1%	7%	-49%[inhibitor]	-1%	-8%	-15%
58	COc1cc(C2C(C#N)=C(N)Oc3cc(N)ccc32)cc(OC)c1OC (configuration not stated)	1%	i	4%	-29%	-79%[inhibitor][10 µM]	-14%	3%	3%
59	O=C(CN(C1CCCCC1)S(=O)(=O)c1ccc(Cl)cc1)NCc1cccnc1	1%	-5%	-6%	-4%	3%	-7%	-4%	-8%
